TrxR1 substrate: qHTS Assay for Substrates of Mammalian Selenoprotein Thioredoxin Reductase 1 (TrxR1): qHTS; purified TrxR1 substrate turnover, NADPH consumption readout; Potency, µM (highest dose often 114 µM), for inactives: top-dose activity change, negative = substrate turnover; 0.01% of 390,000 active; AID 588456, 2011; also: % is scaled to controls: 0 for no effect and ±100 for the full control effect; nearly all actives have a fitted effect of over 50% in size
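Rat TrxR1, dispensed at 90 nM, was prereduced with 400 uM NADPH (final) for 5 min at ~22 deg C, then incubated with compound 15 min before 400 uM selenite. A first-read NADPH fluorescence drop versus no-compound background flagged substrates.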
TrxR1 inh: qHTS Assay for Inhibitors of Mammalian Selenoprotein Thioredoxin Reductase 1 (TrxR1): qHTS; 1% of 390,000 active; recombinant rTrxR1, NADPH fluorescence consumption, selenite substrate; Thioredoxin reductase 1, cytoplasmic (Rattus norvegicus), O89049; Potency, µM (titrated, usually from 114 µM), for inactives: at the top dose activity change, negative = inhibition, most hits filed as inhibitors; also: % is scaled to controls: 0 for no effect and ±100 for the full control effect; nearly all actives have a fitted effect of over 65% in size
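Rat TrxR1 (90 nM in the dispensed reagent) was pre-reduced with 400 uM NADPH for 5 min at room temperature, then incubated with compound for 15 min. After 400 uM selenite was added, NADPH fluorescence (Ex 340/Em 450 nm) was followed for 8 min.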
12-LOX inh: Primary qHTS assay for inhibitors of human arachidonate 12S-lipoxygenase (ALOX12): Round 2. purified 12hLO, xylenol orange hydroperoxide absorbance. AID 1671190, 2021. 1.1% of 580,000 active. Potency, µM (highest dose often 108 µM), inactives show at the top dose activity change, negative = inhibition, actives largely listed as inhibitors; also: % is scaled to controls: 0 for no effect and ±100 for the full control effect
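Purified human 12hLO at 150 nM in 25 mM Hepes, 0.01% Triton X-100, pH 7.0, preincubated 15 min at room temperature with compound. Reaction started with 40 uM arachidonic acid, 30 min at room temperature. Hydroperoxide measured by Fe-xylenol orange, 573/405 nm absorbance ratio.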
Vif-A3G inh: qHTS for Inhibitors of Vif-A3G Interactions: qHTS. DNA dC->dU-editing enzyme APOBEC-3G (Homo sapiens), Q9HC16. AID 602310, 2012. HeLa A3G-eYFP + Vif (tagged APOBEC3G with the HIV-1 protein that degrades it), YFP fluorescence, overnight. 0.076% of 410,000 active. Potency, µM (series often up to 46.1 µM), for the others: at the highest dose activity, negative = active, most hits filed as inhibitors;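 also: % is scaled to controls: 0 for no effect and ±100 for the full control effect; nearly all actives have a fitted effect of over 60% in size; hits raise eYFP signal because A3G escapes Vif-driven loss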
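Read-out is eYFP fluorescence (Ex 488/Em 500-530) from Vif-expressing HeLa A3G-eYFP cells; more signal means A3G escaped Vif-mediated degradation. Cells plated overnight, compound pinned in, incubated overnight at 37 deg C.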
RGS4 inh: Inhibitors of Regulator of G Protein Signaling (RGS) 4: qHTS | 0.039% of 390,000 active | Regulator of G-protein signaling 4 (Homo sapiens), P49798 | Transcreener GDP fluorescence polarization, RGS4-accelerated GTP hydrolysis | Potency, µM (doses to about 114 µM), for the others: at the highest dose activity change, negative = inhibition, hits mostly inhibitors; also: % is scaled to controls: 0 for no effect and ±100 for the full control effect; nearly all actives have a fitted effect of over 75% in size; some results filed as inactive show a strong effect at the top dose
Target sequence (P49798 whole entry, looked up): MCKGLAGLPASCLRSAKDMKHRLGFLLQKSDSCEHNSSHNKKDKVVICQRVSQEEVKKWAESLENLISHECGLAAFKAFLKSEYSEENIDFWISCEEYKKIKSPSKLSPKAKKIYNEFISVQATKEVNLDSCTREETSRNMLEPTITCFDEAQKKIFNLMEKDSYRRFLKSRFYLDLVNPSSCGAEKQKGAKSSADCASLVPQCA
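MLSMR compounds (23 nl, pin-transferred) preincubated 10 min at room temperature with a 500nM (2x) first reagent, then RGS4 at 900nM (2x) plus Transcreener GDP mix added; fluorescence polarization (620/688 nm) read before and after 90 min at 30 °C.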
RXFP1 agonist: qHTS Assay for Agonists of the Relaxin Receptor RXFP1; Relaxin receptor 1 (Homo sapiens), Q9HBX9; HEK293T-RXFP1 cAMP TR-FRET, 30 min; response scale: percent of porcine relaxin response, buffer zero; Potency, µM (highest dose often 57.5 µM), inactives show at the top dose activation, hits mostly activators; 0.3% of 370,000 active; AID 2676, 2010; also: % is scaled to controls: 0 for no effect and ±100 for the full control effect; nearly all actives have a fitted effect of over 60% in size; many of its hits are not listed in these tables
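HEK293T cells stably expressing RXFP1 were pretreated with the PDE4 inhibitor Ro 20174, exposed to compounds for 30 min at 37C, lysed, and cAMP was read by TR-FRET. Data normalized to buffer (basal) and 29 nM porcine relaxin (100%).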
Vif-APOBEC3F blk: qHTS for Inhibitors of Vif-A3F Interactions: qHTS; HeLa A3F-eYFP + Vif (tagged APOBEC3F with the HIV-1 protein that degrades it), YFP fluorescence increase; Potency, µM (top dose mostly 46.1 µM), for the others: top-dose activity, negative = active; 0.2% of 390,000 active; also: % of control where 0% means no effect; nearly all actives have a fitted effect of over 65% in size
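HeLa cells stably expressing Vif plus C-terminally eYFP-tagged A3F were seeded, incubated overnight at 37 deg C, dosed with compound, incubated overnight again at 37 deg C. Yellow fluorescence (Ex 488/Em 500-530) reported blocked Vif-mediated A3F-eYFP degradation.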
IDH1 R132H inh: qHTS for Inhibitors of mutant isocitrate dehydrogenase 1 (IDH1): qHTS; IDH1-R132H enzyme, NADPH consumption, diaphorase/resazurin fluorescence; Potency, µM (highest dose often 76.6 µM), for inactives: at the top dose activity change, negative = inhibition, actives largely listed as inhibitors; Isocitrate dehydrogenase [NADP] cytoplasmic (Homo sapiens), O75874; 0.093% of 390,000 active; also: % is scaled to controls: 0 for no effect and ±100 for the full control effect; nearly all actives have a fitted effect of over 65% in size
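IDH1-R132H (0.5 ug/mL) preincubated 30 min with compound, then NADPH (0.016 mM) and alpha-KG (2 mM) added; 80 min at RT, pH 7.5. Remaining NADPH coupled via diaphorase/resazurin to fluorescence (540/590 nm); concentration-response curves normalized to no-enzyme control.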
USP1-UAF1 inh: Inhibitors of USP1/UAF1: Primary Screen. Ubiquitin carboxyl-terminal hydrolase 1 (Homo sapiens), O94782. recombinant USP1/UAF1, Ub-Rhodamine cleavage fluorescence. Potency, µM (highest dose often 57.1 µM), without a hit: top-dose activity change, negative = inhibition, usual class: inhibitors. 0.23% of 390,000 active; also: % is scaled to controls: 0 for no effect and ±100 for the full control effect; nearly all actives have a fitted effect of over 60% in size; inactives centre near -12
Target sequence (O94782 whole entry, looked up): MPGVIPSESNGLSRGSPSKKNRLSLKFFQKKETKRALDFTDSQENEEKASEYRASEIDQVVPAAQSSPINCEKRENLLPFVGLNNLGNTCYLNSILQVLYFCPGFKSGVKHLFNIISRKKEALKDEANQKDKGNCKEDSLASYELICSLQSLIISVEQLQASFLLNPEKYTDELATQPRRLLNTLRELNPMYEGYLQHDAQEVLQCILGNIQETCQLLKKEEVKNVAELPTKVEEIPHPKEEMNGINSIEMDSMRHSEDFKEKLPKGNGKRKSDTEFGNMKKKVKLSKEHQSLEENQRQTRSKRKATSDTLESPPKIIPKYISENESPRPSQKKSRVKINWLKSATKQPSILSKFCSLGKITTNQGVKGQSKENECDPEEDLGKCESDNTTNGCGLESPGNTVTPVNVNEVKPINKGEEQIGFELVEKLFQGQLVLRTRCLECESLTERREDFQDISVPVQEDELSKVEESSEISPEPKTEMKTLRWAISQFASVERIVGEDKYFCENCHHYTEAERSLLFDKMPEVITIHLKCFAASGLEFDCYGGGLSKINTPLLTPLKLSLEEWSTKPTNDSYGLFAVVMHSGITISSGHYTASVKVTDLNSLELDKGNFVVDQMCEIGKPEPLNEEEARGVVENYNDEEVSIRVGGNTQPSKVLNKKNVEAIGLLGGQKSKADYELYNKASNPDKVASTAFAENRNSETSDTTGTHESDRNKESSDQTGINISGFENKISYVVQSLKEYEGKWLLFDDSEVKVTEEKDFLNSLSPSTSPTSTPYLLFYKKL
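High-throughput fluorogenic screen: 1nM USP1/UAF1 complex, Ub-Rho substrate 150nM final, 50mM HEPES pH 7.8 with 0.5mM EDTA, 0.1 mg/ml BSA, 1mM TCEP and 0.01% Tween-20.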
The depositor's hits bear a star; ? = inconclusive; nt = not tested or not shown; [ ] = another dose, or the depositor's remark. Calls follow the shape of the dose curve; as a rule, active = well fitted curve in the direction sought with a large enough effect; inconclusive = small, poorly fitted or top-dose-only effect, or another doubt; inactive = no such curve, though single readings can be large; an effect the other way counts as inactive or inconclusive. Potency is read from the fitted curve at half-maximal effect. The list is partial, so the mix of outcomes need not match the whole.

Every second line gives: USP1-UAF1 inh | Vif-A3G inh | Vif-APOBEC3F blk | IDH1 R132H inh | TrxR1 inh | RXFP1 agonist | TrxR1 substrate | 12-LOX inh | RGS4 inh
O=S(=O)(Nc1ccccn1)c1ccc(Cl)cc1
    -26.2% | -2.5% | -7.6% | 0.0% | -8.2% | -0.5% | 10.2% | -3.3% | 26.9%
Cc1ccc(S(=O)(=O)NC(Cc2c[nH]c3ccccc23)C(=O)O)cc1 (stereo not drawn)
    -13.1% | -7.1% | -4.8% | 2.6% | 25.4%[57.1 µM] | nt | 6.5%[57.1 µM] | 0.0% | 3.4%
COc1cccc(NS(=O)(=O)NC(=O)c2c(C)[nH]c3ccccc23)c1
    -14.3% | -2.5% | 1.7% | -11.7% | 21.3% | -2.8% | 0.1% | -4.1% | 6.8%
Cc1ccc(C(=O)n2nc(C)c(S(=O)(=O)N3CCOCC3)c2C)cc1
    -22.1% | -2.2% | -6.3% | 22.8% | -11.7%[57.1 µM] | 0.1% | 6.6%[57.1 µM] | -22.6% | -33.9%
O=C(CSc1nnc(-c2ccc(C(F)(F)F)cn2)s1)c1ccccc1
    -18.7% | -0.9% | 17.5% | -21.1% | 22.0% | -0.3% | 2.0% | 0.0% | -7.6%
Cc1cccc(NC(=O)CN2CCN(C(=O)C3CCC3)CC2)c1C
    -6.3% | -0.9% | -13.0% | -0.7% | -10.6% | -1.6% | -7.8% | 0.0% | 3.9%
Cc1ccc2c(c1)CCCN2C(=O)CCc1nc2ccccc2c(=O)[nH]1
    -19.2% | ? | -23.1% | 7.8% | 17.8% | 0.8% | 7.8% | 22.7% | ?
COc1ccccc1NC(=O)C1CCN(S(=O)(=O)c2cccs2)CC1
    -21.2% | 0.7% | 1.7% | -0.7% | -11.2% | 0.0% | -11.6% | 166.6%[activator] | 18.8%
Cc1cccc(CC(=O)Nc2cccc(-c3cn4cccnc4n3)c2)c1
    -6.2% | -2.3% | 3.8% | 12.1% | 22.3%[57.1 µM] | 5.9% | 78.9%[activator][57.1 µM] | -15.8% | -17.1%
O=C(Nc1ncc([N+](=O)[O-])s1)c1ccco1
    -25.3% | -8.4% | 1.5% | -5.1% | -21.6% | -1.1% | -20.5% | ? | 22.9%
O=c1cc(N2CCN(c3ccccc3)CC2)[nH]c(=O)n1-c1ccccc1
    -17.8% | -7.5% | 0.6% | 13.0% | ? | -2.7% | -3.8% | nt | -4.9%
O=C(CCCN1C(=O)CCC1=O)Nc1ccc(Cl)c(C(F)(F)F)c1
    3.1% | -2.1% | 4.9% | -1.0% | 0.6%[57.1 µM] | -1.1% | 1.8%[57.1 µM] | -1.0% | 48.8%
O=C(N/C(=C\c1ccccc1)C(=O)N1CCOCC1)c1ccco1
    -0.4% | -13.7% | -5.1% | -2.4% | 2.2%[57.1 µM] | -1.3% | 7.2%[0.0914 µM] | -7.1% | 8.3%
Cc1cc(C)c(S(=O)(=O)NCCS(=O)(=O)N2CCN(c3ccccc3)CC2)c(C)c1
    -14.4% | 10.5% | 0.1% | 1.3% | 24.6%[57.1 µM] | 2.6% | 1.1%[57.1 µM] | -26.0% | -19.8%
COc1ccc2[nH]c(=O)c(CN(C(=O)C(C)C)c3ccccc3OC)cc2c1
    -6.5% | -0.1% | 3.6% | 8.3% | -15.3% | 0.6% | 8.9% | -24.8% | -12.3%
NS(=O)(=O)c1ccc(CCNC(=O)C2CCC(CNS(=O)(=O)c3ccc(Br)s3)CC2)cc1 (stereo not drawn)
    -6.1% | -1.4% | 1.5% | 8.5% | 2.0%[57.1 µM] | -4.2% | 3.7%[57.1 µM] | ? | 11.6%
O=C(Nc1cc(F)ccc1F)C1CCN(C(=O)c2cnn(-c3ccccc3)c2-n2cccc2)CC1
    -20.3% | 3.6% | 4.8% | 0.0% | 14.5% | 0.1% | 3.2% | -11.6% | 7.9%
CN1C(=O)/C(=C\c2ccncc2)SC1=Nc1ccccc1
    -5.6% | -5.2% | -21.1% | 2.2% | -8.7%[57.1 µM] | 2.8% | 3.0%[57.1 µM] | 2.4% | -26.0%
Cc1ccc(CNC(=O)C2CCN(S(=O)(=O)c3ccc4c(c3)OCCCO4)CC2)cc1
    0.1% | 4.9% | -3.5% | 4.8% | -17.2% | -1.2% | -14.1% | -1.9% | 4.9%
C=CCc1cc(CN2CC(C)OC(C)C2)c(O)c(OC)c1 (stereo not drawn)
    6.3% | -2.9% | 1.4% | 5.9% | 10.0%[2.29 µM] | nt | -7.7%[57.1 µM] | -13.4% | -4.6%
Cc1ccc(S(=O)(=O)Nc2cc3c(C(=O)Nc4ccccc4)c(C)oc3c3ccccc23)cc1
    -5.7% | -6.6% | 0.5% | 3.6% | 2.7% | 0.3% | -2.0% | -21.1% | 12.6%
CC1(C)NC(=O)N(CCCOc2ccccc2Br)C1=O
    -4.6% | -0.1% | -11.2% | 2.2% | 19.7% | 0.2% | 5.2% | 0.0% | -11.7%
CCCCc1ccc(NC(=S)N2CCN(C(=O)OCC)CC2)cc1
    0.8% | -2.2% | 4.4% | -1.1% | 5.3% | 1.1% | -5.4% | 19.1% | 13.8%
Cc1cccc(N2CCN(S(=O)(=O)c3ccc4c(c3)CCN4C(=O)CCC(=O)O)CC2C)c1 (stereo not drawn)
    -13.0% | 0.9% | 4.5% | -2.2% | 21.8%[57.1 µM] | 0.6% | 13.8%[57.1 µM] | -1.9% | -3.9%
COc1cc(OC)cc(C(=O)Nc2c(F)cccc2F)c1
    -7.1% | -0.2% | -1.2% | -3.3% | 16.1% | -0.8% | 4.4% | -7.7% | 22.2%
Clc1ccc(Cn2ncc3c(NCCN4CCOCC4)ncnc32)cc1
    -21.0% | -18.8% | -0.1% | 8.3% | 6.7%[57.1 µM] | -0.6% | -6.9%[57.1 µM] | 36.0% | -6.9%
CCC(=O)N1CCc2cc(S(=O)(=O)CCC(=O)Nc3ccc(F)c(F)c3)ccc21
    4.2% | 4.6% | -9.9% | -2.0% | -12.1% | 0.2% | -14.2% | -0.9%[57.4 µM] | -13.2%
CSc1nnc(CNS(=O)(=O)c2ccc(F)cc2)n1C
    -13.8% | 0.5% | 1.0% | 3.1% | 13.4% | -0.2% | 5.0% | -0.7% | -6.5%
Cc1ccc2nc(C(=O)O)c(C(=O)O)nc2c1
    3.6% | 0.0% | 0.6% | 3.5% | 3.2%[57.1 µM] | -0.2% | -2.6%[57.1 µM] | ? | -3.2%
Cc1ccnc(NC(=O)CNC(=O)c2ccccc2Br)c1
    1.3% | 3.1% | -1.0% | -2.5% | 0.6% | -2.2% | -6.7% | ? | 23.8%

Filtered by structure: those above containing a CF3 group.
Every second line gives: USP1-UAF1 inh | Vif-A3G inh | Vif-APOBEC3F blk | IDH1 R132H inh | TrxR1 inh | RXFP1 agonist | TrxR1 substrate | 12-LOX inh | RGS4 inh
O=C(CSc1nnc(-c2ccc(C(F)(F)F)cn2)s1)c1ccccc1
    -18.7% | -0.9% | 17.5% | -21.1% | 22.0% | -0.3% | 2.0% | 0.0% | -7.6%
O=C(CCCN1C(=O)CCC1=O)Nc1ccc(Cl)c(C(F)(F)F)c1
    3.1% | -2.1% | 4.9% | -1.0% | 0.6%[57.1 µM] | -1.1% | 1.8%[57.1 µM] | -1.0% | 48.8%

Later entries
Every second line gives: USP1-UAF1 inh | Vif-A3G inh | Vif-APOBEC3F blk | IDH1 R132H inh | TrxR1 inh | RXFP1 agonist | TrxR1 substrate | 12-LOX inh | RGS4 inh
O=C(COC(=O)/C=C/c1cccc(Br)c1)NCc1ccco1
    -13.8% | -0.4% | 1.5% | 4.4% | 0.4% | -1.9% | 2.4% | -18.6% | 10.8%
CC(C)(C)OC(=O)NCCCCCc1nnc(SCC(=O)Nc2cccc(Cl)c2)o1
    -21.5% | 1.5% | 4.7% | 3.2% | -2.2% | 2.5% | -8.6% | -22.3% | -0.1%
CC(C)(C)c1ccc(C(=O)NCCC(=O)N2CCN(c3ncccn3)CC2)cc1
    -17.3% | 0.6% | nt | 6.9% | 0.2% | -2.7% | 16.6% | 3.3% | -14.8%
O=C1NCCN(Cc2cccc(Oc3ccccc3)c2)C1CC(=O)N1CCCO1 (stereo not drawn)
    -12.6% | 0.0% | -3.4% | 0.0% | 0.0% | 2.6% | 8.5% | ? | 15.6%
CN(C(=O)COC(=O)/C=C/c1cccc([N+](=O)[O-])c1)C1CCS(=O)(=O)C1 (stereo not drawn)
    -9.1% | -0.1% | 2.5% | 2.2% | 6.3% | 0.5% | 4.7% | -22.3% | -7.3%
CCCNC(=O)c1ccc(S(N)(=O)=O)cc1
    -7.4% | 0.8% | -2.9% | -12.2% | 4.9% | -0.5% | -3.8% | 36.6% | 19.1%
